AmpC inh no detg = AmpC beta-lactamase inhibition without detergent. actives 0.52% (n = 330,000). P00811. AID 485341. Potency, µM (top dose mostly 57.1 µM), for the others: at the highest dose activity change, negative = inhibition, actives largely listed as inhibitors. AmpC nitrocefin hydrolysis, absorbance 480 nm, 0.0001% Triton;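 note: potency is the fitted concentration of half-maximal effect; plate controls were no compound for no effect and no enzyme for full effect; nearly all actives have a fitted effect of over 20% in size; some results filed as inactive show a strong effect at the top dose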
Target sequence (P00811 whole entry, looked up): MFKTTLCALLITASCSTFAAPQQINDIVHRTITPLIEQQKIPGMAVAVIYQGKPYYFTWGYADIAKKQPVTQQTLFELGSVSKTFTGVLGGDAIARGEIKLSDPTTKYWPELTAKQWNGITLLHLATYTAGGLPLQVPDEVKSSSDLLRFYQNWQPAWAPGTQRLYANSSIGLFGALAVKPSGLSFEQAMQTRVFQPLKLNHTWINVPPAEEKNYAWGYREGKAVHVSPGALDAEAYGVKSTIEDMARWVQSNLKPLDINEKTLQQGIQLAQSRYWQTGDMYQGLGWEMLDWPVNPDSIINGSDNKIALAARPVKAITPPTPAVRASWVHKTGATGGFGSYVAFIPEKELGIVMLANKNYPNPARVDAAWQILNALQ
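AmpC (5.3 nM in the dispensed reagent) in 20 mM phosphate pH 7.0 with 0.01% (detergent screen) or 0.0001% Triton X-100 was preincubated with compounds for 15 min at room temperature. Nitrocefin was then added from an 800 uM solution, and hydrolysis was followed at 480 nm.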
AMA1-RON2 inh = disrupts binding of P. falciparum AMA1 to RON2 | AlphaScreen AMA1-biotinylated RON2 peptide binding | Potency, µM (highest dose often 58.2 µM), for the others: top-dose activity change, negative = inhibition, usual class: inhibitors | actives 0.2% (n = 360,000);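 note: potency is the fitted concentration of half-maximal effect; 0% = vehicle wells and -100% = peptide control; nearly all actives have a fitted effect of over 45% in size; some results filed as inactive show a strong effect at the top dose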
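AMA1 (3D7) with his tag at 25 nM final met compounds first, then biotinylated RON2 peptide at 25 nM; detection used donor plus acceptor beads, 10 µg/mL apiece, read by AlphaScreen after 30 min at room temperature.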
LmPK inhibitor = LmPK (Leishmania mexicana) enzyme inhibition. Q27686. purified LmPK, Kinase-Glo ATP luminescence, 1 h. Potency, µM (highest dose often 57.5 µM), without a hit: at the top dose activity change, negative = inhibition, actives largely listed as inhibitors. actives 0.37% (n = 290,000); note: potency is the fitted concentration of half-maximal effect
Target sequence (Q27686 whole entry, looked up): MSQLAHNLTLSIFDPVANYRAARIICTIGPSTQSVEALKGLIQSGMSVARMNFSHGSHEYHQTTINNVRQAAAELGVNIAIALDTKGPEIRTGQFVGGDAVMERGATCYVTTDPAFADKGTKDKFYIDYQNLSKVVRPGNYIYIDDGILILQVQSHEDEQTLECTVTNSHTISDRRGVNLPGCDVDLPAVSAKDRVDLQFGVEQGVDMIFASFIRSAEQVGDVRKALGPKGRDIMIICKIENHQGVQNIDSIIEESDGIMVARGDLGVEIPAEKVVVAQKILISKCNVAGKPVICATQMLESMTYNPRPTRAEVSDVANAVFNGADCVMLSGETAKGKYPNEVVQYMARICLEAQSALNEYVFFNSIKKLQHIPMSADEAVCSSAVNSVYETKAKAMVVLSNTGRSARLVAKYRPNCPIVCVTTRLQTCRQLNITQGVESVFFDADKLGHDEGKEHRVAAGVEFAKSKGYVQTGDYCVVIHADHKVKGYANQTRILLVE
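Purified LmPK (0.1 nM) converted ADP (0.1 mM) to ATP with PEP (0.5 mM) in imidazole buffer pH 7.2 with KCl and MgCl2, 1 h at room temperature. ATP was read by Kinase-Glo luminescence; data normalized to uninhibited and no-enzyme controls.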
HCMV antiviral = human cytomegalovirus inhibition; HFF cells, HCMV-luciferase reporter, 72 h; hits give low values; activity change, negative = inhibition, % at 57.5 µM; actives 4.5% (n = 410,000); AID 1259415; in the data active = activity change below about -60%; inconclusive = no clear call, values can overlap the other calls; inactive = above about -39%
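Two-dose cell screen: HFF monolayers treated with compounds and infected with luciferase-expressing HCMV at 1 PFU/cell, 72 h at 37C, then lysed for luciferase measurement.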
AmpC inh detg = AmpC beta-lactamase inhibition with detergent present | P00811 | AmpC hydrolysis of nitrocefin, absorbance 480 nm, 0.01% Triton | Potency, µM (highest dose often 114 µM), for the others: top-dose activity change, negative = inhibition, usual class: inhibitors | actives 0.041% (n = 370,000) | AID 485294;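 note: potency is the fitted concentration of half-maximal effect; 0% = no-compound wells and -100% = no-enzyme wells; nearly all actives have a fitted effect of over 25% in size; some results filed as inactive show a strong effect at the top dose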
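20 mM phosphate pH 7.0 + 0.01% (detergent screen) or 0.0001% Triton X-100; 5.3 nM AmpC reagent; cpd preinc 15 min RT; nitrocefin (800 uM stock) to start; A480 q20 s × 4 min; Activity was normalised to no-enzyme and no-compound control wells.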
Tb PYK inh = T. brucei pyruvate kinase inhibition; Q57TT1; TbPYK enzyme, Kinase-Glo Plus ATP luminescence, 45 min; Potency, µM (doses to about 76.8 µM), inactives show top-dose activity, negative = inhibition, actives largely listed as inhibitors; actives 0.12% (n = 410,000); note: potency is the fitted concentration of half-maximal effect; nearly all actives have a fitted effect of over 50% in size
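Screened from lowest to highest concentration, compounds were pinned into TbPYK/substrate mixtures, and ADP (130 uM final) was added. Plates sat at room temperature for 45 min prior to Kinase-Glo Plus detection by luminescence.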
HCV inh = inhibitors of hepatitis C virus infection; Huh7.5.1 HCVcc-Cre infection, luciferase reporter, 44 h; Potency, µM (titrated, usually from 41.8 µM), without a hit: at the highest dose activity change, negative = inhibition, usual class: inhibitors; actives 3.4% (n = 340,000); AID 651820; note: potency is the fitted concentration of half-maximal effect
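1,000 cells/well; 4 h culture; + compound; + HCVcc-Cre (~0.5 moi); 44 h; luciferase substrate, RT 15 min; read 15 sec.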
Starred values were filed as active, the others as inactive; u = inconclusive; x = not tested or not shown; & = joins results of further samples; [ ] = remark or other dose. Unless noted, calls come from the whole dose curve; as a rule, active = well fitted curve in the direction sought with a large enough effect; inconclusive = small, poorly fitted or top-dose-only effect, or another doubt; inactive = no such curve, though single readings can be large; an effect the other way counts as inactive or inconclusive. Unless noted, % is set by controls: 0 for no effect and ±100 for the full control effect. Outcome played no part in choosing rows; any-hit rate near 7.5%.

Assay codes – A = AmpC inh no detg; B = AMA1-RON2 inh; C = LmPK inhibitor; D = HCMV antiviral; E = AmpC inh detg; F = Tb PYK inh; G = HCV inh
(1) Cc1ccc(C(=O)N(CC(=O)Nc2ccc(Cl)c(Cl)c2)Cc2ccco2)cc1
  A: -16%; B: 1%; C: 4%; D: -30; E: -13%; F: -7%; G: -1%

(2) CCN1C(=O)[C@H]2[C@H]3CN=C(SCc4ccc(Cl)cc4)N3[C@@](CC)(C(=O)OC)[C@H]2C1=O
  A: 110%[activator]; B: 3%; C: x; D: -6; E: x; F: -3%; G: u

(3) CS(=O)(=O)N(CC(=O)N/N=C/c1cccc2c1OCCO2)c1ccccc1Br
  A: -7%; B: -1%; C: -2%; D: 5; E: 1%; F: -6%; G: 3%

(4) CCOc1ccc(N2CC(C(=O)N/N=C/c3sccc3C)CC2=O)cc1 (stereo not drawn)
  A: 0%; B: -6%; C: 1%; D: 51; E: -1%; F: -2%; G: -9%

(5) CCCCCCC1CCC(C(=O)NC(C(=O)O)C(C)C)CC1 (stereo not drawn)
  A: x; B: x; C: x; D: 14; E: 3%; F: 2%; G: x

(6) CCNC(=O)C1CCCN(C(=O)c2cccc(C(F)(F)F)c2)CC1 (stereo not drawn)
  A: x; B: -3%; C: x; D: -10; E: x; F: 3%; G: x

(7) C/C=C/c1ccc2c(c1)O[C@H](CN(C)C(=O)NC1CCCC1)[C@H](C)CN([C@H](C)CO)S2(=O)=O
  A: x; B: 52%[activator]; C: x; D: -7; E: x; F: -16%; G: x

(8) COc1ccc(Br)cc1S(=O)(=O)N1CCN=C1C
  A: -2%; B: 4%; C: 2%; D: -1; E: -7%; F: -9%; G: 2%

(9) CCCn1nnc(NC(=O)c2ccc(-c3cc(Cl)ccc3Cl)o2)n1
  A: 19%; B: -3%; C: -1%; D: 6; E: 8%; F: 1%; G: u

(10) O=C(Cn1cc2c(n1)CCCC2)NC1CCN(Cc2ccccc2)CC1
  A: -4%; B: 13%; C: 0%; D: 0; E: u; F: 1%; G: 2%

(11) O=C1c2cccc3cccc(c23)C(=O)N1CCN1CCN(CC(O)COCc2ccc(Cl)cc2)CC1 (stereo not drawn)
  A: 172%[activator]; B: u; C: 3%; D: -79*; E: -7%; F: -8%; G: 11µM*

(12) CCOC(=O)c1c(NC(=O)Cn2nnc(-c3ccc(Cl)cc3)n2)sc(CC)c1C
  A: -4%; B: 39%[activator]; C: 9%; D: -11; E: 0%; F: 1%; G: 0%

(13) CCOc1ccccc1NC(=O)c1cnc2n(c1=O)CCS2
  A: -17%; B: 11%; C: -4%; D: 46; E: 3%; F: 0%; G: -6%

(14) [N-]=[N+]=CC(=O)c1ccnc(C(=O)C=[N+]=[N-])c1
  A: -13%; B: -4%; C: 3%; D: u; E: 6%; F: -2%; G: -20%

(15) CCN(c1cccc(C)c1)S(=O)(=O)c1c(C)nc2sc(C)cn2c1=O
  A: x; B: x; C: x; D: -21; E: -8%; F: 1%; G: x

(16) CCOC(=O)CSc1nnc2cc(C)c3ccccc3n12
  A: -2%; B: 5%; C: 1%; D: -19; E: -6%; F: -3%; G: 0%

(17) N/C(=N\OC(=O)COc1ccccc1)c1ccc(Cl)cc1
  A: -21%; B: 36%[activator]; C: -1%; D: 31; E: 1%; F: 6%; G: 6%

(18) COc1cccc(CNC(=O)Cn2cc3c(n2)-c2c(oc(C(=O)N4CCOCC4)c2C)CC3)c1
  A: x; B: x; C: x; D: u; E: -12%; F: 3%; G: x

(19) CN(CCCC1CCCC1)C(=O)c1cc(COc2ccc(F)cc2F)on1
  A: 68%[activator]; B: 111%[activator]; C: -6%; D: 15; E: 4%; F: 11%; G: u

(20) CCn1cc(C(=O)NCCCN2CCC(C)CC2)c2cc(OC)c(OC)cc2c1=O
  A: -1%; B: -1%; C: -3%; D: 2; E: -12%; F: 2%; G: -6%

(21) CCCNC(=O)OC1CC2CC1[C@H]1CCCCN1C2=O (stereo partly drawn)
  A: x; B: 1%; C: x; D: 10; E: x; F: 5%; G: x

(22) CSCCC(NC(=O)c1ccco1)C(=O)NNC(=O)c1n[nH]c(=O)c2ccccc12 (stereo not drawn)
  A: -14%; B: 81%[activator]; C: x; D: -5; E: x; F: -2%; G: 5%

(23) Nc1nc(-c2cccnc2)nc(N2CCCCC2)n1
  A: -4%; B: 4%; C: -3%; D: 13; E: u; F: 1%; G: u

(24) COc1ccc(-c2c(C)c3cc(O)ccc3oc2=O)cc1
  A: -47%; B: 18%; C: 4%; D: 22; E: -7%; F: 1%; G: -3%

(25) O=C(CNc1cccc(Cl)c1)c1ccc(Cl)cc1
  A: -31%; B: 0%; C: 4%; D: 20; E: 2%; F: 1%; G: u

(26) COc1cc2c(cc1OC)CN(C(=O)CCCOc1ccc(Cl)cc1Cl)CC2
  A: 161%[activator]; B: -17%; C: -2%; D: 5; E: -14%; F: -4%; G: u

(27) Cc1cc(C(=O)N/N=C/c2ccc(-c3ccc(C)c(Cl)c3)o2)n[nH]1
  A: -29%; B: 15%; C: 0%; D: -27; E: 3%; F: -3%; G: -20%

(28) CCCNC(=O)c1ccc(S(N)(=O)=O)cc1
  A: -9%; B: 2%; C: 0%; D: -21; E: -10%; F: 4%; G: 7%

(29) O=S(=O)(c1ccc(NC(=S)NCCc2ccccc2)cc1)N1CCOCC1
  A: -16%; B: 6%; C: 0%; D: -24; E: -5%; F: -3%; G: 3%

(30) COc1ccc(CNC(=O)[C@H](C)NC(=O)C2CCN(C(=O)[C@H](CCSC)NC(=O)OC(C)(C)C)CC2)cc1
  A: 163%[activator]; B: 3%; C: -7%; D: 1; E: -9%; F: 2%; G: -23%

(31) CCCS(=O)(=O)N1CCC(C(=O)NCCc2ccc(C)cc2)CC1
  A: -3%; B: 0%; C: 3%; D: 9; E: -8%; F: 7%; G: 14%

(32) O=C(Cc1ccc2c(c1)OCO2)NN=Cc1ccc([N+](=O)[O-])o1
  A: -22%; B: -19%; C: x; D: -39; E: x; F: 0%; G: 10µM*

(33) CCCCCCn1c(O)c(C=Nc2ccccc2N2CCOCC2)c(=O)[nH]c1=S
  A: -23%; B: 4%; C: 2%; D: 32; E: -8%; F: 0%; G: 5%

(34) CC(C)(C)Nc1nc(-c2ccc3c(c2)CCN3C(=O)C2CC2)cs1
  A: -6%; B: -19%; C: 3%; D: 99; E: 5%; F: 2%; G: u

(35) CCN(CC)C(=O)C1CCCN(c2ccccc2[N+](=O)[O-])C1 (stereo not drawn)
  A: 77%[activator]; B: -5%; C: 4%; D: -28; E: -5%; F: -6%; G: 23%

(36) Cc1nnc(SCC(=O)NNC(=O)c2ccc(F)cc2)n1Cc1ccccc1
  A: 6%; B: 66%[activator]; C: x; D: -8; E: x; F: 1%; G: 6%

(37) COc1cc(C(=O)Nc2oc(-c3ccccc3)c(-c3ccccc3)c2C#N)cc(OC)c1OC
  A: -23%; B: -6%; C: 1%; D: -2; E: -15%; F: -4%; G: u

(38) COc1ccccc1N1CN(CCc2ccccc2)CNC1=S
  A: 16%; B: -3%; C: -5%; D: 7; E: -7%; F: 0%; G: 9%

(39) Cc1ccc(S(=O)(=O)n2nc(OC(=O)C(C)(C)C)cc2N)cc1
  A: -15%; B: 1%; C: 4%; D: 18; E: -13%; F: -2%; G: -6%

(40) CCOCCCNC(=O)C(NC(=O)c1ccc(NC(C)=O)cc1)c1ccc(OC)cc1 (stereo not drawn)
  A: 1%; B: 1%; C: 1%; D: -34; E: -7%; F: 3%; G: 8%

(41) NS(=O)(=O)c1ccc(NC(=O)COC(=O)CCc2ccccc2)cc1
  A: -20%; B: 0%; C: 8%; D: u; E: 1%; F: 0%; G: -2%

(42) CCC(C)(C)n1nnnc1C(c1cc2ccc(OC)cc2[nH]c1=O)N1CCc2ccccc2C1 (stereo not drawn)
  A: -4%; B: -7%; C: 4%; D: -75*; E: -14%; F: -22%; G: u

(43) CCOc1ccccc1Nc1nc(-c2ccc(C)cc2)c(CC(=O)O)s1
  A: x; B: x; C: x; D: 63; E: -4%; F: -8%; G: x

(44) COc1cc(OC)cc(C(=O)NCC2CCCN(Cc3ccc(SC)cc3)C2)c1 (stereo not drawn)
  A: 6%; B: 1%; C: 0%; D: 11; E: u; F: -3%; G: -5%

(45) CCOC(=O)CCSc1nc(C)c2ccccc2n1
  A: -20%; B: -13%; C: 6%; D: 33; E: 4%; F: 0%; G: -11%

(46) CCc1ccc([C@H]2[C@@H]3C(=O)C[C@@H]4C(=O)N(C)C(=O)[C@@H]4[C@@H]3CN2S(=O)(=O)c2ccc(C)cc2)cc1
  A: x; B: 3%; C: x; D: 6; E: x; F: 3%; G: x

(47) Cc1c[nH]c2cccc(OCC(O)CNC(C)(C)C)c12 (stereo not drawn)
  A: 7%; B: -19%; C: 1%; D: 12; E: -1%; F: 1%; G: 0%

(48) O=C(O)c1cc2ccccc2oc1=O
  A: -31%; B: -2%; C: 0%; D: 49; E: u; F: -2%; G: u

(49) COc1ccc(NC(=O)C2(C)Cc3c(-c4ccccc4)ccnc3O2)cc1OC (stereo not drawn)
  A: x; B: 7%; C: x; D: u; E: x; F: 0%; G: x

(50) Cc1cccc(CSc2nnnn2-c2ccccc2)c1
  A: -25%; B: 94%[activator]; C: -2%; D: 23; E: -22%; F: 0%; G: -26%

(51) COc1ccccc1-n1cnnc1SCC(=O)c1c[nH]c2ccccc12
  A: -22%; B: -1%; C: 1%; D: -15; E: u; F: -3%; G: -8%

(52) C#CCOc1ccc2c(C)cc(=O)oc2c1
  A: -9%; B: 2%; C: 20%; D: -37; E: u; F: -5%&4%; G: -15%

Random excerpt: two records from the list, in no set order.
Assay codes – A = AmpC inh no detg; B = AMA1-RON2 inh; C = LmPK inhibitor; D = HCMV antiviral; E = AmpC inh detg; F = Tb PYK inh; G = HCV inh
(36) Cc1nnc(SCC(=O)NNC(=O)c2ccc(F)cc2)n1Cc1ccccc1
  A: 6%; B: 66%[activator]; C: x; D: -8; E: x; F: 1%; G: 6%

(31) CCCS(=O)(=O)N1CCC(C(=O)NCCc2ccc(C)cc2)CC1
  A: -3%; B: 0%; C: 3%; D: 9; E: -8%; F: 7%; G: 14%

Compounds above that have a thiophene ring, fused or not (two):
Assay codes – A = AmpC inh no detg; B = AMA1-RON2 inh; C = LmPK inhibitor; D = HCMV antiviral; E = AmpC inh detg; F = Tb PYK inh; G = HCV inh
(4) CCOc1ccc(N2CC(C(=O)N/N=C/c3sccc3C)CC2=O)cc1 (stereo not drawn)
  A: 0%; B: -6%; C: 1%; D: 51; E: -1%; F: -2%; G: -9%

(12) CCOC(=O)c1c(NC(=O)Cn2nnc(-c3ccc(Cl)cc3)n2)sc(CC)c1C
  A: -4%; B: 39%[activator]; C: 9%; D: -11; E: 0%; F: 1%; G: 0%

Screening results (PubChem BioAssay)
